ALOX12 inh: ALOX12 (human) lipoxygenase inhibition | AID 1671190 | 580,000 tested, 1.1% active | purified 12hLO, xylenol orange hydroperoxide absorbance | Potency, µM (doses to about 108 µM), inactives show at the top dose activity change, negative = inhibition, actives largely listed as inhibitors | P18054; active means well fitted inhibition curve with a large enough effect; inconclusive means small, poorly fitted or top-dose-only effect, or another doubt; inactive means no such curve, though single readings can be large or run the other way
Target sequence (P18054 whole entry, looked up): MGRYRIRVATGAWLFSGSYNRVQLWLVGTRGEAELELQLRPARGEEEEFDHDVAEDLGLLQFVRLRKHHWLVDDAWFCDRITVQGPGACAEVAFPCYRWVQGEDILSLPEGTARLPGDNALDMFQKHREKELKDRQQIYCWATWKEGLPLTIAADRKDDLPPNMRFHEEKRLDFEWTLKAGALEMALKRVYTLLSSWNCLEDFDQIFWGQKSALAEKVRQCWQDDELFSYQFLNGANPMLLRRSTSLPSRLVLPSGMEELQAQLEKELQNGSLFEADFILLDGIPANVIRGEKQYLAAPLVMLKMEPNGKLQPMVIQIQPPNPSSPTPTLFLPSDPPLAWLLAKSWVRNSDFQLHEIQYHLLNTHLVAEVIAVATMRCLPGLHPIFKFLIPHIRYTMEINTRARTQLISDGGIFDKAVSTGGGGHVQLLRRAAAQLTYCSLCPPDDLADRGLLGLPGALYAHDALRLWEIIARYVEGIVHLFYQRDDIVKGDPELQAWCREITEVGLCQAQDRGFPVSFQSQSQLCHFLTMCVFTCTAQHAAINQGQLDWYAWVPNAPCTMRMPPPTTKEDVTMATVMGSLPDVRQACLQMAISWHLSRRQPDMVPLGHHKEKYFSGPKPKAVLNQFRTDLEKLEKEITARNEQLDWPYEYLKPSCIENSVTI
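Purified human 12hLO (150 nM final) in 25 mM Hepes, 0.01% Triton X-100, pH 7.0 was preincubated 15 min at room temperature with compound. Then 40 uM arachidonic acid was added, 30 min. Hydroperoxide was read by Fe-XO absorbance ratio 573/405 nm.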
An asterisk follows results filed as active; ? = inconclusive; & = joins results of further samples; [ ] = dose if it differs, or a comment. On the % scale 0 is the no-effect control and ±100 the full control effect; potency means the concentration at half of the fitted maximal effect. Only part of the results is shown, so the mix of outcomes need not match the whole.

ALOX12 inh	canonical_smiles
39%[activator]	COc1ccc(CN2CCN(C(=O)[C@H]3CCC[C@@H](O)C3)CC2=O)cc1
8%	CCc1noc(-c2ccn3c(CNC(=O)c4ccc(N(CC)CC)cc4)nnc3c2)n1
31%[activator]	Cn1nc(C2CCN(C(=O)c3cc(F)ccc3F)CC2)c2c1CCOC2
3%[6.33 µM]	Cc1cccc(CN2CCC3(Cc4ccccc4CNC3=O)C2)c1 (configuration not stated)
6%[176 µM]	COc1ccc(-c2ccc3ncc(Nc4ccncc4)n3n2)cn1
-1%	CN(Cc1ccccc1)C(=O)C1CCCN(c2cnn(Cc3ccccc3)c(=O)c2)C1 (configuration not stated)
50%[activator][176 µM]	C[C@H]1[C@@H]2[C@H]3OC(=O)[C@@H](C)[C@@H]3CC[C@@]2(C)CC[C@@H]1NC(=O)c1cncnc1
-12%[6.33 µM]	CC(C)c1nc2c(c(-c3ccc(Cl)cc3)n1)CCN(CC1CCCCC1)CC2
?	CNC(=O)CCn1ncc2cc(OCc3ccccc3-c3ccccc3Cl)ccc21
-10%	Cc1cc(C)n(-c2ccc(F)cc2CN2CCCC(CO)(Cc3ccccc3)C2)n1 (configuration not stated)
-5%[176 µM]	CNC(=O)[C@@H](c1ccccc1)N1CCC[C@H]1C(=O)N[C@@H](CO)CC(C)C
28%	Cc1ccc(NC(=O)N2CCC(CCNC(=O)c3cccc(C)c3)CC2)cc1
5%[6.33 µM]	CC(C)NC(=O)N1CC2ON=C(C(=O)NCc3ccc(F)cc3)C2C1 (configuration not stated)
-1%	CCN1C(=O)C2(CCN(S(=O)(=O)CC)CC2)c2ccccc21
6%	O=C(C[C@@H]1O[C@H](CNS(=O)(=O)c2ccccc2)[C@@H](O)[C@H]1O)N1CCN(c2ccccc2)CC1
-1%[176 µM]	O=C1c2cnc(Cc3ccccc3)nc2OCCN1c1cccc(C(F)(F)F)c1
16%	Cn1cnnc1CC1CCCN(C(=O)c2ccccc2)C1 (configuration not stated)
59%[activator][176 µM]	CC(=O)N1CCC(N2C[C@@H]3OCC(=O)N(CC(N)=O)[C@@H]3C2)CC1
7%[176 µM]	C#CCN(C)C(=O)[C@@H](C)C1CC[C@@]2(C)Cc3sc(NCCCC)nc3[C@@H](C)[C@@H]2[C@H]1O (some centres not stated)
20%	COCCNC(=O)C1CCC(=O)N1C1CCNCC1 (configuration not stated)
?	C=CCN=C1NC(c2cccc(Cl)c2)C(C(=O)OC)=C(C)N1Cc1ccc(C(F)(F)F)cc1 (configuration not stated)
24%	COc1ccccc1N1CCN(C(=O)C[C@@H]2CCNC[C@@H]2Cc2cc(-c3ccccc3)on2)CC1
6%	C#CCN(C)C(=O)CC1COc2ccc(C(=O)N3CCOCC3)cc2N1C (configuration not stated)
24%	CCCC1c2nccn2CCCN1C(=O)c1cc(C2CC2)[nH]n1 (configuration not stated)
-5%[176 µM]	COCCn1cnc2ccc(-c3ccc(F)cc3OC)nc2c1=O
-3%	CN1C(=O)CCC2(CNC(=O)c3ccco3)CCC=C12 (configuration not stated)
39%[activator]	COCCN(C)C[C@@H]1CN(C(=O)c2cc3ccccc3s2)C[C@@H]1CO
33%	Cc1nc(N2CCC(NC(=O)Cc3cccc(F)c3)CC2)cc(C(F)(F)F)n1
28%	O=C(c1cc(-c2ccncc2)n[nH]1)N1CCC2(CC1)Nc1ccccc1NC2=O
-1%&16%	COc1ccc(CN2CCCC3(CC(Cc4ccccc4)=NO3)C2)cc1 (configuration not stated)
?	COC(=O)c1c(-c2ccc(OC)cc2)c2c(c3c4cc(OC)ccc4n(S(=O)(=O)c4ccc(F)cc4)c13)C(=O)N(C)C2
32%[activator]	CCCN(CC1CCOC1)C(=O)Nc1ccc(C)cc1C (configuration not stated)
26%	COc1ccc(-c2ccnc(-n3ncc(C(=O)NCc4ccon4)c3C3CC3)n2)cc1F
18%	CCn1nc(C)cc1C(=O)N1C[C@H]2OC(=O)N(CCCN3CCOCC3)[C@H]2C1
-2%	Cc1noc(C)c1CN1CCN2C(C(=O)Nc3ccccc3)=COC2=NC1=O
?	C[C@@H](NC(=O)Nc1cccnc1)c1onc(-c2ccc(F)cc2)c1C(=O)O
52%[activator]	CC(C)CC(NC(=O)c1ccc(=O)[nH]c1)c1nnc2n1CCNCC2 (configuration not stated)
-2%	O=C(NC1CCc2ccccc21)c1cc2n(n1)CC(c1ccc(Cl)cc1)OC2 (configuration not stated)
3%	CN(Cc1ccccc1)Cc1cc(C[C@H]2CNCC[C@H]2CC(=O)N2CCN(c3ccccn3)CC2)no1
1%	Cc1cc(=O)n(CC(=O)Nc2cc(Cl)ccc2C)c(N2CCOCC2)n1
41%[activator]	CC(=O)N[C@@H]1CN(Cc2ccc(OC(C)C)cc2)C[C@H]1CO
39%[activator]	Cc1ccc(C(N)=O)cc1-c1cc(NCc2cccnc2)nc2[nH]ccc12
1%	COC(=O)CC#C[C@H](C)[C@@H](NS(C)(=O)=O)C(C)(C)COCc1ccccc1
6%[176 µM]	O[C@H]1CC[C@@H](Cc2cc(-c3ccc(F)cc3)on2)O[C@@H]1CNC1CCOCC1
26%	COCCN1C(=O)CS(=O)C12CCN(C(=O)c1ccc3cc[nH]c3c1)CC2 (configuration not stated)
38%	COCCN(Cc1ccccc1F)Cc1cc2c(cc1OC)OCO2
-4%[176 µM]	Cc1ccc2c(c1)N1C(=O)OC[C@@H]1CCN(C(=O)C1CCC1)C2
21%	CN(CCOc1cccc(Cl)c1)C(=O)c1cccc(CCC(C)(C)O)c1
43%[activator]	COc1ccc(C(=O)N2CCCCCCNC(=O)CC2)cc1F
6%	COCCc1nncn1C1CCN(C(=O)c2ccc(C)s2)CC1
2%	COc1cc(-c2noc(-c3nc(-c4ccccc4)no3)n2)cc(OC)c1OC
11%	NC(=O)c1cc[nH]c1C1CCCN(Cc2ccc3c(c2)CCO3)C1 (configuration not stated)
1%	Cc1nc(-c2ccccc2)n(Cc2nc(-c3ccc(Cl)cc3)oc2C)c(=O)c1CCO
18%	COc1ccc(C2(CC(=O)N3CCC(Oc4ccc(F)cc4)CC3)CC(=O)N(C3CC3)C2=O)cc1 (configuration not stated)
1%	CC(C)C[C@@H](NC(=O)C1=C[C@@H](NC(=O)Nc2ccc(OC(F)(F)F)cc2)[C@@H](O)[C@H](O)C1)C(N)=O
-1%	O=C1CCCCC(CNC(=O)c2ccc3ccccc3n2)N1 (configuration not stated)
?	C(=NCc1ccccc1)N1c2ccccc2-n2cccc2C1CCc1ccccc1 (configuration not stated)
-12%	Cc1ccccc1CCN1CCC(CN(C(=O)c2ccoc2C)C2CCCC2)CC1
-6%	COc1nc(C)c(C(=O)NC2CC(c3cc(=O)[nH]c(C)n3)C2)s1 (configuration not stated)
-17%[176 µM]	COc1ccc(-c2cc(-c3cccnc3)cn3cncc23)cc1

Quoted at random: five compounds from above
ALOX12 inh	canonical_smiles
1%	Cc1cc(=O)n(CC(=O)Nc2cc(Cl)ccc2C)c(N2CCOCC2)n1
26%	COCCN1C(=O)CS(=O)C12CCN(C(=O)c1ccc3cc[nH]c3c1)CC2 (configuration not stated)
38%	COCCN(Cc1ccccc1F)Cc1cc2c(cc1OC)OCO2
32%[activator]	CCCN(CC1CCOC1)C(=O)Nc1ccc(C)cc1C (configuration not stated)
11%	NC(=O)c1cc[nH]c1C1CCCN(Cc2ccc3c(c2)CCO3)C1 (configuration not stated)

Other structures
ALOX12 inh	canonical_smiles
13%	C=CCCC1CN(CC=C)S(=O)(=O)c2c(F)cccc2O1 (configuration not stated)
6%	Fc1ccc(C2Cn3nnc(-c4nc(-c5cccc(F)c5)no4)c3CO2)cc1 (configuration not stated)
-1%	O=C(CSC12CC3CC(CC(C3)C1)C2)NCc1cc2n(n1)CCNC2
-20%[176 µM]	Cc1ccccc1-c1cc(-c2c(C)noc2C)cc2c1C(=O)N(C)C2
38%	CC(=O)NCC(=O)N1CC(F)(F)C[C@H]1c1nc(-c2ccccc2)no1
27%	Cc1ccsc1C(=O)N1CCC2(CCCCO2)CC1
-1%[176 µM]	Cn1cc(CN2CCOC[C@H](Oc3ccc(S(C)(=O)=O)cc3)C2)c2ccccc21
5%	Cc1cccc(C(=O)N2CCCCCCNC(=O)[C@@H]3CCCC[C@@H]32)c1
?	Cn1cnnc1CC1CCCN(C(=O)C2CCCC2)C1 (configuration not stated)
72%[activator][176 µM]	c1ccc(CC2=NOC3(CCCN(Cc4ccns4)C3)C2)cc1 (configuration not stated)
?	COC(=O)[C@@H]1C[C@H](NC(=O)c2ccc(Oc3ccccc3)cc2)CN1C
-2%	CN1CCN(C(=O)c2ccc3c(c2)OCCO3)CC1=O
31%[activator]	Cc1cc(C(=O)N2CC(F)(F)C[C@H]2c2nnc(C)o2)on1
0%	O=S(=O)(c1ccc(C(F)(F)F)cc1)N1CCCc2nc(-c3ccc(F)cc3)ccc21
0%	Cc1ccccc1-n1ncc(C(C)NC(=O)c2ccsc2)c1C (configuration not stated)
71%[activator][176 µM]	CC(C)(Oc1nn(CC2CC2)c2ccc(CN3CCCC3)cc12)C(=O)NC1CC1
-12%[176 µM]	CN1C[C@H](C(=O)Nc2nccs2)C[C@H]1c1cccc(C(F)(F)F)c1
6%	Cc1ccc(C(=O)N2CCCC(n3cc(-c4noc(C)n4)nn3)C2)cc1 (configuration not stated)
28%	O=C(NCc1ccco1)N1CC2CC(C1)[C@H]1CCCC(=O)N1C2 (some centres not stated)
16%[176 µM]	Cc1csc(NC(=O)c2ccc3c(c2)OCCN(CCC(F)(F)F)C3)n1
12%[176 µM]	COc1ccc(-n2nc(C)c([C@@H]3C=C[C@@H](NCc4ccccc4)C3)c2C)cc1
19%	CCOc1ccccc1NC(=O)N1CCC(N2CC(OCCOC)C23CCCCC3)CC1 (configuration not stated)
19%	Cc1ccc(SC2CCN(C(=O)c3cn(CCc4ccccc4)nn3)CC2)cc1
16%	O=C(Cc1cccc(Cl)c1)NCc1nnc2ccc(-c3ccc(F)cc3)nn12
21%	O=C(c1ccc2cc[nH]c2c1)N1CCC(c2noc(C3CC3)n2)C1 (configuration not stated)
9%	O=C(NCc1ccoc1)c1ccc2nc(-c3ccc(F)cc3)cn2c1
?	COc1ccc(-c2[nH]ncc2CN2CC[C@H]3CC[C@@H](C2)N3)cc1
20%	CN(CC#Cc1ccccc1)C(N)=NC(=O)/C=C/c1ccccc1
49%[activator]	N#Cc1ccc(CN2CCCCCCNC(=O)CC2c2ccccc2)cc1 (configuration not stated)
48%[activator]	Cn1cc(C(=O)N2CCC(OC3CCN(S(C)(=O)=O)CC3)CC2)cn1
?	O=C(CC[C@@H]1CNC(=O)[C@@H]2C[C@H](NC(=O)Nc3ccccc3)CN12)Nc1ccccc1
22%[176 µM]	COCCN(C)C(=O)c1ccc2c(c1)C1(CCN(C)C1)CN2CC1CC1 (configuration not stated)
27%	COCc1nc(-c2ccc(OC3CCN(C(=O)NCc4ccc(F)cc4)C3)cc2)no1 (configuration not stated)
5%[6.33 µM]	O=C1NC(=NC2CCCCC2)C2(CCN(Cc3cccnc3)CC2)N1c1cccnc1
?	Oc1ccccc1-c1cnc2n[nH]c(-c3ccc4c(c3)OCO4)c2n1
22%	CC1(CNC(=O)c2ccsc2)CCOCC1
75%[activator][176 µM]	NC(=O)CN1C(=O)[C@@H]2CN(S(=O)(=O)c3ccc(F)cc3)CCN2C1=O
17%	COc1ccc(NC(=O)N2C[C@@H](F)C[C@H]2C(=O)N2CCCCC2)c(OC)c1
63%[activator]	Cc1cnc(CCNS(=O)(=O)c2cn(C)cn2)n1C1CCC1
?	NC(=O)c1cccc(CN2CCCC23Cc2ccccc2N(C(=O)c2ccc(Cl)cc2)C3)c1 (configuration not stated)
-2%[176 µM]	Cc1cnc(C)c(C)n1
53%[activator]	COc1ccccc1CNC(=O)CCC1CCN(S(=O)(=O)c2ccccc2)CC1
5%[176 µM]	Fc1ccc2c(c1)nc1n2[C@@H](CNCc2c[nH]c3ccccc23)COC1
47%[activator]	Cc1cccc(C)c1Oc1ncccc1CNC(=O)CC1CCC(=O)N1 (configuration not stated)
13%	COc1ccc(-n2cc(CN3CCCC(O)C3)c(-c3cccc(F)c3)n2)cc1 (configuration not stated)
0%	CNc1ncc(C(=O)N[C@@H]2COCC[C@@H]2OCc2c(C)noc2C)cn1
58%[activator][176 µM]	Cc1csc(Nc2ccc3c(n2)CN(C)C(=O)CO3)n1
-3%	CCCCC(=O)N(C)CC1CCOC1 (configuration not stated)
26%	CN(C)C(=O)N1CCCn2nc(CNC(=O)Nc3cccc(C#N)c3)cc2C1
-10%[176 µM]	CCn1c2c(c(=O)n1Cc1ccccc1)CCN(C(=O)c1ncccn1)C2
8%[176 µM]	Cc1nnc(-c2cc(-c3cnn(C)c3)ccn2)n1C1CCCCC1
37%	O=C(Nc1ccccc1)N1CCCC(c2nc(C3CCOCC3)no2)C1 (configuration not stated)
-34%[176 µM]	CN1CCN(C)c2cc(-c3ccc(N4CCOCC4)cc3)ncc2C1

A different layout for 4 compounds above.
CNC(=O)[C@@H](c1ccccc1)N1CCC[C@H]1C(=O)N[C@@H](CO)CC(C)C
  ALOX12 inh = -5%[176 µM]

O=C(NC1CCc2ccccc21)c1cc2n(n1)CC(c1ccc(Cl)cc1)OC2 (configuration not stated)
  ALOX12 inh = -2%

CC(C)c1nc2c(c(-c3ccc(Cl)cc3)n1)CCN(CC1CCCCC1)CC2
  ALOX12 inh = -12%[6.33 µM]

COc1ccccc1CNC(=O)CCC1CCN(S(=O)(=O)c2ccccc2)CC1
  ALOX12 inh = 53%[activator]

High-throughput results from PubChem BioAssay.
